Source: PubChem BioAssay (several laboratories)
Glyco luc inh: blocks N-linked glycosylation in D54 reporter cells. D54 ERlucT glycosylation luciferase reporter, 24 h; percent of 100 nM tunicamycin response. reporter increase, % at 12.5 µM. 0.23% of 360,000 active;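 active = mean luciferase reporter signal, scaled so untreated is 0 and the glycosylation-blocking control 100, at or above a set limit in every replicate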;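 note: luciferase carries N-glycosylation sites so blocking glycosylation raises the light; 0% = median of neutral control wells and 100% = median of 100 nM tunicamycin wells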
ABHD5-PLIN5 inh: inhibitors of human ABHD5-perilipin-5 interaction; Q00G26+Q8WTS1; Split G. princeps luciferase complementation, luminescence, 4 h; inhibition, % at 4 µM; 0.78% of 360,000 active; AID 602281;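 active = inhibition above the mean inhibition across every tested compound plus 3 SD, cut at about 22% in these data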;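 note: 0% = DMSO only wells and the 100% control is not disclosed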
MC4R ag barr: human MC4R agonism via beta-arrestin; AID 540308; activation, % at 8.9 µM; U2OS MC4R beta-arrestin complementation, luminescence; percent of melanotan II response, DMSO zero; P32245; 0.98% of 360,000 active;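 active = activation above a per-plate cutoff, the mean activation of sample wells on that plate plus 3 SD, cut at about 8% in these data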
PDI inh: PDI (human) enzyme inhibition | P07237 | PDI insulin aggregation turbidity, A650, 90 min | inhibition, % at 10 µM | 0.052% of 350,000 active | AID 588391;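 active = mean inhibition across replicates of 30% or more, whatever share of single replicates reach that level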;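 note: absorbance from insulin aggregation driven by PDI reduction with DTT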
Cardio protect: myocardial damage modulation in H9c2 cells; H9c2 cardiomyocytes, H2O2 injury protection, ATPLite, 2 h; protection from H2O2 cell death, % at 20 µM; 0.63% of 360,000 active; AID 588492;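 active = compounds giving at least 50% protection of heart cells from peroxide-induced death in the single-dose screen, raw or plate-pattern-corrected value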;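 note: 0% = DMSO wells with peroxide and 100% = DMSO wells without peroxide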
MC4R antagonist: antagonists of human melanocortin 4 receptor (MC4R); inhibition, % at 6.5 µM; MC4R-expressing cells, MTII-stimulated cAMP, LANCE TR-FRET; 0.48% of 360,000 active;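 active = inhibition above its plate's cutoff, the mean of tested wells on that plate plus 3 SD, cut at about 29% in these data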;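 note: 0% = Melanotan II alone and 100% = Melanotan II plus saturating MCL0020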
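Material – human MC4R-expressing U2OS cells · Repeats – no replicates · Detection – TR-FRET with Eu-cAMP and labeled anti-cAMP, 671 nm · Times – compound 30 min, challenge 1 h, detection 1 h · Compound – single nominal compound dose of 6.5 µM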
m5-HT2A agonist: mouse HTR2A agonism via beta-arrestin recruitment | P35363 | AID 624169 | 0.66% of 360,000 active | CHO-K1 mHTR2A beta-arrestin complementation, luminescence; percent of 30 µM serotonin response | activation, % at 7.6 µM;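 active = activation above a run cutoff, the mean activation of all tested compounds plus 3 SD, cut at about 14% in these data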;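 note: 0% = plate median of compound wells and 100% = 30 µM serotonin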
ABCB6 inh MLPCN: human ABCB6 transporter inhibition. K562-ABCB6 porphyrin accumulation, flow cytometry, 1 h; active compounds read low. AID 602162. fluorescence ratio to DMSO, % at 10 µM. Q9NP58. 0.19% of 360,000 active;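 active = fluorescence ratio to DMSO below 75%, the collection mean minus 3 SD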;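 note: signal is porphyrin accumulated inside mitochondria; 100% equals median channel fluorescence of DMSO control wells; lower ratio means ABCB6 inhibition with less porphyrin fluorescence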
CaV13 ICDI inh: Primary screen for inhibitors of IQ motif and Ca2+-dependent inactivation inhibitor domain binding in CACNA1D, Förster resonance energy transfer in living cells, … | HEK cells, CFP/YFP FRET ICDI-IQ, plate reader, 10 min; percent FRET-ratio fall versus neutral wells | inhibition, % at 12.3 µM | 0.098% of 340,000 active;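 active = mean replicate inhibition of at least 30% and at least 1% of replicates passing that level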;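 note: 0% = median of the neutral control wells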
Granule exo inh: lytic granule exocytosis inhibition | TALL-104 LAMP-1 surface exposure, flow cytometry; cells stimulated with thapsigargin and PMA | inhibition, % at 10 µM | 0.66% of 360,000 active;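 active = inhibition above about 55%, limit read from the data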
* hit, by the source's call; x = not tested or not shown. This is a subset (hit frequency here may not be typical).

| no. | SMILES | Glyco luc inh | ABHD5-PLIN5 inh | MC4R ag barr | PDI inh | Cardio protect | MC4R antagonist | m5-HT2A agonist | ABCB6 inh MLPCN | CaV13 ICDI inh | Granule exo inh |
| --- | --- | --- | --- | --- | --- | --- | --- | --- | --- | --- | --- |
| 1 | CN(C)c1ccc(C(=O)c2ccc(N(C)C)cc2)cc1 | 10 | 3 | -0.8 | -6 | -3 | -14 | 0 | 93 | -5 | 2 |
| 2 | c1ccc(CNC2CN3CCC2CC3)cc1 (configuration not stated) | 0 | -12 | -1.8 | 1 | 8 | 16 | 0 | 100 | -5 | -2 |
| 3 | O=C(CN1CCOCC1)c1ccc2cc[nH]c2c1 | 1 | 0 | -0.2 | x | 3 | 5 | 8 | 101 | -7 | 10 |
| 4 | CC12CCCCC1=[N+]([O-])CN2O (configuration not stated) | 2 | 0 | -0.8 | 1 | 1 | 9 | 0 | 94 | -4 | 6 |
| 5 | O=C(COc1ccc(Cl)cc1)N1CCN(Cc2ccccc2)CC1 | -2 | 5 | -0.7 | 1 | -2 | 15 | 9 | 101 | -8 | -2 |
| 6 | COC(=O)C1=C(c2ccc(OCc3ccccc3)cc2)C[C@@H]2CC[C@H]1N2C(=O)NCc1ccc([N+](=O)[O-])cc1 | -6 | -9 | -1.6 | 16 | 1 | 8 | -5 | 96 | -5 | 0 |
| 7 | CC[C@H](C)[C@@H]1NC(=O)CNC(=O)c2csc(n2)[C@H](C(C)(C)O)OC(=O)C(C)(C)[C@H](CCCC(C)(Cl)Cl)OC(=O)c2csc1n2 | -19 | 7 | x | x | -4 | x | 15* | 97 | -3 | 5 |
| 8 | CN1C(=O)NC(=O)C(C)(C2=CCCCC2)C1=O (configuration not stated) | 0 | 0 | 2.4 | -2 | -3 | 3 | -2 | 97 | x | -2 |
| 9 | CCc1ccc(/C=C(/C#N)C(N)=S)cc1 | 3 | -8 | -1.4 | 8 | -4 | 16 | -1 | 96 | -2 | -5 |
| 10 | CCN(CC)c1ccc(/C=C/[N+](=O)[O-])cc1 | 8 | 54* | -1.2 | 1 | -13 | -16 | -6 | 120 | -60 | 71* |
| 11 | Clc1ccc(C(OCCN2CCCCC2)c2ccccc2)cc1 (configuration not stated) | -2 | -2 | 1.7 | 4 | 3 | 8 | -14 | 98 | -4 | 4 |
| 12 | CC(C)(C)n1nnnc1C(CCc1ccccc1)N1CCC(n2c(=O)[nH]c3ccccc32)CC1 (configuration not stated) | -2 | 12 | x | x | 6 | x | 10 | 91 | -3 | 12 |
| 13 | CN(C(=O)Oc1cccc2ccccc12)C1C=CCC1 (configuration not stated) | 4 | -9 | 0.6 | 0 | -6 | 11 | -1 | 96 | -5 | 14 |
| 14 | CC(C)CN1CCN(Cc2c(F)cccc2Cl)CC1CCO (configuration not stated) | 1 | -1 | -1.5 | 0 | 7 | 1 | -1 | 99 | -8 | -1 |
| 15 | O=C(COC(=O)Cc1ccccc1)Nc1ncc(Cl)cc1Cl | 1 | 4 | -0.6 | 15 | 2 | 1 | -1 | 87 | -2 | 0 |
| 16 | COC(=O)C1=C(c2ccc3ccccc3c2)C[C@@H]2CC[C@H]1N2C(=O)NCCO | 2 | -4 | -1.5 | -10 | 1 | -6 | -4 | 102 | -4 | 2 |
| 17 | O=C(C[N+]12CCN(CC1)CC2)NCCc1ccc(Cl)cc1Cl | 1 | 0 | 1.1 | 6 | 7 | 1 | 11 | 97 | 9 | 1 |
| 18 | C[C@H]1CN([C@@H](C)CO)C(=O)CCCn2nncc2CO[C@H]1CN(C)C(=O)Oc1ccc2ccccc2c1 | 1 | 8 | -1.4 | -1 | 3 | 6 | 1 | 101 | -4 | -6 |
| 19 | Cn1cc(C(=O)NCc2ccccc2)c2ccccc21 | 2 | 2 | -0.8 | -1 | 10 | 7 | 1 | 96 | -3 | -12 |
| 20 | Cc1cc(C(=O)OCC(=O)Nc2c(F)cccc2F)c(C)n1C1CC1 | 1 | -1 | -2.8 | 4 | 3 | 10 | 7 | 102 | -6 | -4 |
| 21 | COC(=O)C1=C(c2ccc3ccccc3c2)C[C@@H]2CC[C@H]1N2C(=O)N1CCCC1 | -3 | 7 | 1.8 | 1 | -6 | 2 | 6 | 99 | x | 0 |
| 22 | COc1ccccc1OCCCn1cc(C(=O)c2ccco2)c2ccccc21 | x | 2 | 2.6 | -5 | 24 | 5 | -7 | 88 | -5 | 1 |
| 23 | CCCCOC(=O)c1ccccc1N | -1 | 12 | 0.1 | x | 0 | 0 | 8 | 103 | x | 3 |
| 24 | O=S(=O)(c1cccc2ccccc12)N1Cc2ccccc2-n2nncc2C1 | -2 | -6 | -0.7 | -1 | -8 | 3 | 2 | 102 | -5 | 0 |
| 25 | C/C(=N\N1CCCCC1c1cccnc1)c1c(O)n(C2CCCCC2)c(=S)[nH]c1=O (configuration not stated) | 3 | 0 | -1.2 | -22 | 0 | -2 | 5 | 128 | -2 | -6 |
| 26 | COC(=O)C1=C(c2ccc(-c3ccccc3)c(F)c2)C[C@@H]2CC[C@H]1N2C(=O)N1CCc2cc(OC)c(OC)cc2C1 | -5 | 7 | -1.0 | 7 | 2 | 10 | -8 | 88 | -5 | 4 |
| 27 | COc1ccc(C(=O)Nc2cccc(S(=O)(=O)NCc3ccco3)c2)cc1 | -2 | -4 | 0.6 | 4 | -2 | -1 | -3 | 93 | -5 | 22 |
| 28 | Cc1cc(OCc2ccc([N+](=O)[O-])cc2)c2c3c(c(=O)oc2c1)CCCC3 | -8 | -1 | 2.8 | 0 | -4 | 8 | 4 | 100 | -2 | 10 |
| 29 | Cc1ccsc1C(=O)C1CCCN(Cc2cccn2-c2ccccn2)C1 (configuration not stated) | 6 | 2 | -0.1 | 3 | -2 | 5 | -8 | 89 | 3 | 22 |
| 30 | O=[As](O)(O)c1ccc(N=Nc2ccc(O)cc2)cc1 | 2 | 6 | -1.5 | 9 | -4 | -12 | 1 | 96 | -19 | -5 |
| 31 | O=C(c1ccc(Cl)cc1)C1CCCN(Cc2ccc3ncccc3c2)C1 (configuration not stated) | -2 | -5 | -3.3 | -2 | -16 | 1 | -5 | 94 | 3 | -3 |
| 32 | CCOC(=O)c1c(C)n(Cc2ccco2)c2c1cc(O)c1ccccc12 | -1 | -31 | 6.4 | 0 | -9 | 2 | 0 | 98 | -5 | 0 |
| 33 | c1ccc(C2CC2)c(OCC2=NCCN2)c1 | -1 | 8 | 1.1 | -11 | 17 | 3 | 11 | 103 | -4 | -5 |
| 34 | O=P1(Nc2cccnc2)COc2ccccc2OC1 | 0 | -1 | 0.8 | 2 | 0 | -2 | -1 | 101 | 2 | -1 |
| 35 | O=C(c1cc(C(=O)NCc2ccc(Cl)cc2)c(=O)n(Cc2ccc(Cl)cc2)c1)c1cc(F)ccc1O | -9 | 5 | -1.2 | 20 | -4 | 5 | -1 | 94 | -4 | 10 |
| 36 | COC(=O)C1=C(c2cccc(OCc3ccccc3)c2)C[C@@H]2CC[C@H]1N2C(=O)NCc1ccccc1OC | -7 | -5 | 0.1 | -4 | -7 | -1 | 1 | 92 | -5 | 31 |
| 37 | O=C(NC(Cc1cnc[nH]1)C(=O)O)c1ccccc1 (configuration not stated) | 1 | -1 | -1.7 | 9 | 4 | 14 | -2 | 98 | -3 | 0 |
| 38 | C=C[C@H]1CN2CC[C@H]1C[C@H]2[C@H](O)c1ccnc2ccccc12 | 3 | -3 | -0.1 | -5 | -17 | -2 | 1 | 100 | -4 | 0 |
| 39 | Cn1cc(C=O)c2nccnc21 | 1 | -2 | 0.3 | -4 | 0 | -1 | 3 | 98 | -3 | 3 |
| 40 | CCN(CC)S(=O)(=O)c1ccc(C)c(NCC(=O)Nc2ccc(C#N)c(Cl)c2)c1 | -7 | -8 | 1.1 | 3 | -24 | 1 | -2 | 104 | -3 | -2 |
| 41 | CNC1CCc2cc(OC)c(OC)c(OC)c2-c2ccc(SC)c(=O)cc21 (configuration not stated) | 3 | 9 | -1.2 | 12 | 0 | -34 | -1 | 100 | -2 | -2 |
| 42 | CCN(CC)CCCN=C(C)c1c(O)n(-c2ccc(C)cc2)c(=O)[nH]c1=O | 3 | -10 | 0.5 | 9 | 11 | 9 | 6 | 93 | -7 | -4 |
| 43 | C1CCCN(C2CCNCC2)CC1 | -2 | -3 | 1.8 | -4 | -3 | 4 | 6 | 98 | -2 | -4 |
| 44 | CC1OC(NCCc2ccccc2)C(O)C(O)C1O (configuration not stated) | 0 | 1 | -1.7 | -5 | -6 | 12 | 2 | 100 | -4 | 2 |
| 45 | O=C(c1ccccc1F)N1CCC2(CC1)OCCO2 | 2 | 0 | 0.5 | 8 | 4 | 11 | 7 | 100 | -13 | -15 |
| 46 | C1=C(c2c[nH]c3ccccc23)CCN(Cc2ccccc2)C1 | -4 | 4 | 0.9 | 2 | -7 | 10 | 0 | 103 | -1 | 0 |
| 47 | CNc1cc(N2CCNCC2)ccc1[N+](=O)[O-] | -3 | 5 | 0.0 | -5 | 12 | -4 | 14 | 102 | -4 | 31 |
| 48 | c1cncc(C2Nc3cccc4cccc(c34)N2)c1 | 2 | -8 | -0.9 | -3 | -8 | -6 | 6 | 101 | -3 | 8 |
| 49 | Cc1cc(C)c(C(=O)CN2CCOCC2)c(C)c1 | 6 | -2 | -2.0 | 1 | 0 | 3 | 0 | 101 | x | 21 |
| 50 | COc1ccc(Oc2cc(NC(=O)c3nn(C)cc3[N+](=O)[O-])cc([N+](=O)[O-])c2)cc1 | -15 | 5 | -3.8 | 1 | -26 | 1 | -8 | 96 | -8 | -1 |
| 51 | COc1ccc(N2C(=O)NC(=O)/C(=C\c3cn(CC(=O)N4CCOCC4)c4ccccc34)C2=O)c(OC)c1 | 4 | 21 | -0.4 | x | 34 | 11 | -4 | 104 | -3 | 2 |
| 52 | Nc1ccc2cc(Br)ccc2c1 | 6 | -3 | -1.2 | 6 | -19 | -4 | -2 | 106 | -7 | 6 |
| 53 | COc1ccc(-n2c(O)c(C=NCc3ccc4c(c3)OCO4)c(=O)[nH]c2=O)cc1 | -1 | 2 | -0.3 | -5 | -2 | -3 | 3 | 99 | -5 | 0 |
| 54 | CCCN1CCCC(C(=O)c2cc(C)c(OC)c(C)c2)C1 (configuration not stated) | -4 | 5 | -2.4 | 2 | -2 | -2 | 0 | 96 | -20 | -5 |
| 55 | CCOC(=O)C1(CCc2ccccc2)CCN(CC(O)CO)CC1 (configuration not stated) | 1 | -1 | -1.4 | 5 | -2 | 6 | -5 | 99 | -4 | -3 |
| 56 | Cn1cnc(CCN)c1 | 0 | -3 | 0.0 | 22 | 2 | 0 | -1 | 98 | -5 | -6 |
